# High-throughput results from PubChem.
# AddAB inh: less growth of phage-infected E. coli with AddAB; E. coli expressing H. pylori AddAB, absorbance growth; inhibition, % at 11.9 µM; actives 0.29% (n = 330,000); in the data active = inhibition above about 12%;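 also: 0% = vehicle wells of infected cells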
# HTR5A inv ag: inverse agonist of human HTR5A in OPRM1-OPRD1 counter-screen. HTR5A cell line, luminescence, inverse agonism. inhibition, % at 9.3 µM. P47898. actives 0.083% (n = 340,000); in the data active = inhibition mostly above about 23%, no sharp cut-off; inactive = mostly below about 18%;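 also: 0% = cells with DMSO and 100% = no-cell wells with DMSO; some compounds called inactive have numbers as strong as hits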
# Target sequence (P47898 whole entry, looked up): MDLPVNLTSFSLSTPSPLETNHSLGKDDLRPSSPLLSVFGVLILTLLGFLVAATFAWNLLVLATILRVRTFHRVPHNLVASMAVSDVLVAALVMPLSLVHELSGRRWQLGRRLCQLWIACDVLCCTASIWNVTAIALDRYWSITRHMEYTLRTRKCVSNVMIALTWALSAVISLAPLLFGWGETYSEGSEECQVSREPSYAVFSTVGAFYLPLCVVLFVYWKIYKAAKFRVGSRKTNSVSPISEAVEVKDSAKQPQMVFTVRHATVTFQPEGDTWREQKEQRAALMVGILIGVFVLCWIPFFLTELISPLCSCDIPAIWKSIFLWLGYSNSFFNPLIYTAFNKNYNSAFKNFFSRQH
# OPRM1-OPRD1 ag: OPRM1-OPRD1 heterodimerization agonism | P35372+P41143 | cells, luminescence | activation, % at 9.3 µM | actives 0.3% (n = 340,000) | AID 504326; in the data active = activation above about 18%;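 also: 0% = vehicle-treated cells and 100% = reference agonist; values of inactives mirror those of a sister screen read the other way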
# Ecoli viability: counter-screen for AddAB inhibitors: E. coli growth inhibition. E. coli V3065 growth, OD600 absorbance, 18 h. actives 0.27% (n = 330,000). AID 449728. inhibition, % at 11.9 µM;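 active = inhibition above the campaign's mean inhibition across all tested compounds plus 3 SD, cut at about 9.9% in these data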;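 also: uninfected addAB+ strain grown without phage in ampicillin broth; 0% = DMSO wells and 100% = ciprofloxacin 0.95 µg/ml wells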
# OPRM1-OPRD1 inv: mu-delta opioid heterodimer inverse agonism; P35372+P41143; cell-based MOR-DOR heterodimer luminescence; inhibition, % at 9.3 µM; actives 0.21% (n = 340,000); AID 504357; in the data active = inhibition above about 22%, passing the limit was not always enough;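 also: 0% = cells with DMSO and 100% = wells without cells with DMSO; values of inactives mirror those of a sister screen read the other way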
# PfHsp90 set2: inhibits growth of yeast expressing Plasmodium falciparum Hsp90. S. cerevisiae expressing PfHsp90, BacTiter-Glo ATP, 48 h; yeast lacking PDR1 and PDR3 efflux regulators. inhibition, % at 9.4 µM. actives 0.32% (n = 310,000). AID 504621;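 active = every replicate shows inhibition above about 80%, whatever the replicate mean, limit read from the data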;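 also: 0% = DMSO neutral controls and 100% = 20 µM radicicol positive controls; yeast relying on Plasmodium falciparum Hsp90 in place of its own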
# phage Ecoli inh: E. coli growth loss with phage present | actives 0.26% (n = 360,000) | inhibition, % at 11.9 µM | growth absorbance; in the data active = inhibition above about 11%
# DSG3 Ab inh: blocks pemphigus antibody binding to human desmoglein-3 | P32926 | AID 588358 | binding (percent of control), % at 10 µM | DSG3-coupled beads, scFv-anti-DSG3-GFP binding, flow cytometry; active compounds read low | actives 0.48% (n = 310,000);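 active = binding more than 3 SD below its plate's average and above zero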;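 also: hits lower antibody fragment binding to DSG3; some compounds called inactive have numbers as strong as hits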
# Mot1-301 SUMO: SUMOylation pathway inhibition by Mot1-301 growth rescue; S. cerevisiae Mot1-301 growth rescue, ATP luminescence, 38.5C; percent above DMSO median, 100 means doubled; AID 2716; actives 1% (n = 320,000); growth rescue, % at 18.8 µM;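 active = every valid replicate shows activation above 250% relative to neutral control wells; inactive = the rest, any valid replicate at or below 250%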;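 also: OY570 slx delta 5 strain wells were the positive control but not used for scaling; some compounds called inactive have numbers as strong as hits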
# PKA-R1A act: PKA-R1A complex activation; activation, % at 11.4 µM; actives 0.083% (n = 340,000); AID 504707; PKA-R1A dissociation, Cy5-IP20 fluorescence polarization; scaled: DMSO 0%, 113 µM cGMP 100%; P00514+P68181;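 active = percent activation above the mean of all tested compounds plus 3 SD, cut at about 19% in these data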;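 also: higher means more PKAc released from R1A so a rise in polarization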
# HTR5A ag ctr: activates human HTR5A in OPRM1-OPRD1 agonist counter-screen | P47898 | HTR5A agonist assay, luminescence, cell-based | activation, % at 9.3 µM | actives 0.61% (n = 340,000); in the data active = activation mostly above about 9.5%, no sharp cut-off; inactive = mostly below about 7.6%;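 also: 0% = cells with vehicle only and 100% = reference agonist; strong numbers were not always called active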
# Starred values were filed as active, the others as inactive; / = no result given; & = joins results of further samples.
SMILES,AddAB inh,HTR5A inv ag,OPRM1-OPRD1 ag,Ecoli viability,OPRM1-OPRD1 inv,PfHsp90 set2,phage Ecoli inh,DSG3 Ab inh,Mot1-301 SUMO,PKA-R1A act,HTR5A ag ctr
COc1ccc(CNc2ncnc3sccc23)cc1,5.2,25*,1.2,2.1,-6,-262,1.7,109,-33,-10,-9
O=C(NC(Cc1ccccc1)C(=O)O)c1ccc(S(=O)(=O)N2CCOCC2)cc1 (configuration not stated),-0.3,1,0.7,-0.6,-4,7,2.4,99,1,5,-1
Cc1nc(NC(=O)c2ccc(Br)s2)sc1C(=O)N(C)C,-1.0,8,0.6,-1.0,-3,-5,2.4,104,-31,4,0
c1ccc(-c2[nH]ncc2CN2CCN(Cc3ccc4c(c3)OCO4)CC2)cc1,1.0,24,-0.2,-1.1,1,-9,2.8,/,-1,0,-6
COc1cc(C(=O)OCC(=O)NCCC2=CCCCC2)ccc1OCC(C)C,0.9,16,5.2,1.2,-26,3,0.9,98,4,-7,2
Cc1ccc(CC(=O)O/N=C(\N)c2ccccn2)cc1,1.2,17,-2.9,-2.8,16,-4,1.4,104,6,-8,-4
N#Cc1ccc(CN2CCN(C(=O)c3cccc(S(=O)(=O)N4CCCCCC4)c3)CC2)cc1,0.9,2,-2.3,0.0,9,18,-0.7,/,0,-9,-1
COc1cc(C(=O)NNC(=O)c2ccc(S(=O)(=O)N3CCCCC3)cc2)cc(OC)c1OC,0.8,6,-0.9,-1.1,5,-13,3.5,99,13,-2,1
CC(=O)NC1CC2CCCC(C1)N2Cc1ccc(C)cc1 (configuration not stated),-1.0,-3,-2.1,-0.8,12,15,1.8,105,42,-8,14*
CC1(c2nnc(Cc3ccccc3)o2)CC(c2ccccc2Br)=NO1 (configuration not stated),2.3,10,-1.5,-0.3,8,-14,4.1,100,29,-14,3
CCCCn1c(N)c(N(CC(C)C)C(=O)C(C)SCc2nc3sc(C)c(C)c3c(=O)[nH]2)c(=O)[nH]c1=O (configuration not stated),1.2,-5,-0.7,0.4,4,0,3.5,101,-7,-5,-4
CCOC(=O)N1CCN(Cc2cn[nH]c2-c2ccc(-c3ccccc3)cc2)CC1,-0.2,-3,0.3,-2.8,-2,-3,3.6,90,17,2,1
Cc1ccc(Cc2nnc(SCC(=O)Nc3c(C)cccc3C)[nH]c2=O)cc1,1.6,17,-0.7,0.4,5,/,3.3,107,6,-3,-6
Nc1nc(-c2ccccc2)nn1S(=O)(=O)c1ccccc1,-1.8,-4,-1.0,-3.4,5,7,1.1,100,2,5,1
C=CCN=c1scc(-c2ccc(F)cc2)n1/N=C/c1ccccn1,1.0,18,1.9,2.5,-10,-42,3.2,91,-8,-2,4
Cc1cc(C(=O)c2ccc(Cl)cc2)c(NC(=O)CCl)s1,-2.2,-26,4.0,-2.4,-21,-21,0.8,103,52,2,2
O=C(/C=C/c1c(F)cccc1Cl)Nc1cccnc1,-0.2,7,-0.3,-0.6,2,1,4.0,131,-6,-2,-2
Cc1cccc(CSC2=NN3CCCC(=O)N=C3S2)c1,-2.8,20,-2.8,-0.3,15,-26,2.3,170,-1,-9,3
COc1ccccc1NC(=O)[C@H](COCc1ccccc1)NC(=O)OC(C)(C)C,1.0,-19,5.2,-2.5,-33,-91,3.1,/,-16,1,-5
COc1ccc(OC)c(NC(=O)CSc2nnc(N)s2)c1,1.0,7,-2.2,0.7,13,/,-0.1,/,2,7,-3
CN(C)CCCCOc1ccccc1F,0.3,17,-0.1,0.8,0,-9,-0.6,108,-13,-7,-1
Cc1ccc(NC(=O)COc2ccccc2C=O)cc1Cl,2.5,9,0.1,2.7,0,18,5.5,99,-10,-4,-3
CCCc1nc(SCC(N)=O)[nH]c(=O)c1CC,3.2,-20,-0.1,0.8,0,3,3.3,98,7,-9,2
CN1C(C(=O)NCc2ccc(OC(F)(F)F)cc2)CC2Cn3c(nc4cc5ccccc5cc43)C21 (configuration not stated),3.5,-23,1.6,0.3,-8,-23,2.1,107,11,3,4

# 14 entries from above, with bars between the fields.
compound | AddAB inh | HTR5A inv ag | OPRM1-OPRD1 ag | Ecoli viability | OPRM1-OPRD1 inv | PfHsp90 set2 | phage Ecoli inh | DSG3 Ab inh | Mot1-301 SUMO | PKA-R1A act | HTR5A ag ctr
COc1cc(C(=O)OCC(=O)NCCC2=CCCCC2)ccc1OCC(C)C | 0.9 | 16 | 5.2 | 1.2 | -26 | 3 | 0.9 | 98 | 4 | -7 | 2
Cc1ccc(CC(=O)O/N=C(\N)c2ccccn2)cc1 | 1.2 | 17 | -2.9 | -2.8 | 16 | -4 | 1.4 | 104 | 6 | -8 | -4
N#Cc1ccc(CN2CCN(C(=O)c3cccc(S(=O)(=O)N4CCCCCC4)c3)CC2)cc1 | 0.9 | 2 | -2.3 | 0.0 | 9 | 18 | -0.7 | / | 0 | -9 | -1
COc1cc(C(=O)NNC(=O)c2ccc(S(=O)(=O)N3CCCCC3)cc2)cc(OC)c1OC | 0.8 | 6 | -0.9 | -1.1 | 5 | -13 | 3.5 | 99 | 13 | -2 | 1
CC(=O)NC1CC2CCCC(C1)N2Cc1ccc(C)cc1 (configuration not stated) | -1.0 | -3 | -2.1 | -0.8 | 12 | 15 | 1.8 | 105 | 42 | -8 | 14*
CC1(c2nnc(Cc3ccccc3)o2)CC(c2ccccc2Br)=NO1 (configuration not stated) | 2.3 | 10 | -1.5 | -0.3 | 8 | -14 | 4.1 | 100 | 29 | -14 | 3
CCCCn1c(N)c(N(CC(C)C)C(=O)C(C)SCc2nc3sc(C)c(C)c3c(=O)[nH]2)c(=O)[nH]c1=O (configuration not stated) | 1.2 | -5 | -0.7 | 0.4 | 4 | 0 | 3.5 | 101 | -7 | -5 | -4
CCOC(=O)N1CCN(Cc2cn[nH]c2-c2ccc(-c3ccccc3)cc2)CC1 | -0.2 | -3 | 0.3 | -2.8 | -2 | -3 | 3.6 | 90 | 17 | 2 | 1
Cc1ccc(Cc2nnc(SCC(=O)Nc3c(C)cccc3C)[nH]c2=O)cc1 | 1.6 | 17 | -0.7 | 0.4 | 5 | / | 3.3 | 107 | 6 | -3 | -6
Nc1nc(-c2ccccc2)nn1S(=O)(=O)c1ccccc1 | -1.8 | -4 | -1.0 | -3.4 | 5 | 7 | 1.1 | 100 | 2 | 5 | 1
C=CCN=c1scc(-c2ccc(F)cc2)n1/N=C/c1ccccn1 | 1.0 | 18 | 1.9 | 2.5 | -10 | -42 | 3.2 | 91 | -8 | -2 | 4
Cc1cc(C(=O)c2ccc(Cl)cc2)c(NC(=O)CCl)s1 | -2.2 | -26 | 4.0 | -2.4 | -21 | -21 | 0.8 | 103 | 52 | 2 | 2
O=C(/C=C/c1c(F)cccc1Cl)Nc1cccnc1 | -0.2 | 7 | -0.3 | -0.6 | 2 | 1 | 4.0 | 131 | -6 | -2 | -2
Cc1cccc(CSC2=NN3CCCC(=O)N=C3S2)c1 | -2.8 | 20 | -2.8 | -0.3 | 15 | -26 | 2.3 | 170 | -1 | -9 | 3

# Continued.
SMILES,AddAB inh,HTR5A inv ag,OPRM1-OPRD1 ag,Ecoli viability,OPRM1-OPRD1 inv,PfHsp90 set2,phage Ecoli inh,DSG3 Ab inh,Mot1-301 SUMO,PKA-R1A act,HTR5A ag ctr
Cc1ccc(N(C(=O)c2csnn2)C(C(=O)NC2CCCCC2)c2cccnc2)c(C)c1 (configuration not stated),2.7,-31,-3.0,0.9,16,1,-0.1,101,-2,1,11
Cc1ccc(Nc2nnc(SCC(=O)NCCN3C(=O)CSC3=O)s2)cc1,-2.2,4,-1.8,-2.5,11,-8,4.9,84,5,-8,3
CN(CC(O)CN1CCOCC1)S(=O)(=O)O (configuration not stated),-1.5&0.8,6,-3.4,-2.3&-1.6,17,-15&6,-0.5&2.6,95&100,-2&1,0,-2
CCc1sc(C(=O)Nc2ccc(F)cc2C)cc1C,2.7,-5,-1.8,-1.7,8,11,3.8,102,12,-2,0
COc1ccc(Cc2nnc(NC(=O)Nc3cccc(OC)c3)s2)cc1,0.7,-8,2.6,0.8,-12,6,2.0,114,-2,-4,2
COc1ccc(NC(=O)CN(c2ccc([N+](=O)[O-])cc2)S(=O)(=O)c2ccccc2)c(OC)c1,2.5,-7,1.0,0.2,-6,16,3.3,98,-8,-24,0
CCOC(=O)c1c(NC(=O)CSc2n[nH]c(CNc3ccccc3)n2)sc(C)c1C,2.0,-12,8.8,0.4,-50,9,1.2,92,21,-1,23*
COc1cc(-c2noc(-c3ccccc3C(=O)NCc3ccco3)n2)cc(OC)c1OC,4.7,-3,-3.0,1.4,12,21,1.2,/,3,-9,2
Cc1ccc(N2C(=O)c3ccc(C(=O)O)cc3C2=O)c(C)c1,1.7,-1,-0.5,0.0,3,-7,0.9,97,313*,4,0
CCCCN(C)CCNC(=O)CCn1nc(-c2ccc(Cl)cc2)ccc1=O,-1.5,-16,-1.6,-1.6,7,3,0.2,98,-10,0,4
COC(C/C=C/C(=O)COCc1ccccc1)OC,/,-14,-0.9,/,5,16,2.2,98,/,7,-2
C[C@H](CO)N1C[C@H](C)[C@@H](CN(C)C(=O)Nc2ccc(C(F)(F)F)cc2)Oc2c(NS(=O)(=O)c3cn(C)cn3)cccc2C1=O,-0.2,-1,0.1,0.1,-1,2,2.2,98,16,0,2
COc1ccc(N2C(=O)CSC2c2cccc(F)c2)cc1 (configuration not stated),0.7,-1,-3.5,-1.2,16,-7,1.5,104,35,-8,0
Cc1ccc(C(=O)Nc2ccc(S(=O)(=O)N3CCCC3)cc2)cc1,7.5,5,1.9,1.8,-14,9,5.7,/,3,-8,-2
CCOC(=O)[C@H]1[C@H]2COc3ccc(OC)cc3[C@@H]2N2C(=O)[C@H](C)NC(=O)[C@@]12C,-0.6,-23,-2.7,-1.2,15,-6,2.7,98,19,9,3
